Compound activity: PubChem BioAssay, several laboratories
AI-2 QS mod – Vibrio harveyi AI-2 quorum sensing modulators, primary screen, JMH597 strain, luminescence/OD600 ratio; Vibrio harveyi JMH597 AI-2 luminescence/OD600 ratio, 9 h; stronger effect = lower value; strain lacks LuxN and CqsS sensors; 0 = neutral-control median; activity change, % at 7.5 µM; 300,000 tested, 0.4% active; in the data active = activity change below about -75%, passing the limit was not always enough;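 also: luminescence divided by OD600 gain over 9 h not by final OD600 alone; inactives centre near 13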
GSK3B inh – human GSK3beta kinase inhibitors, primary screen, biochemical, cell-free homogeneous, HTS; GST-GSK3beta kinase, ADP-Glo luminescence, 60 min; stronger effect = lower value; activity score (negative = inhibition), % at 10 µM; 300,000 tested, 0.038% active;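 active = more than half of replicate wells score below -50%, meaning over 50% inhibition versus plate controls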;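 also: 0% = median DMSO wells and -100% = median GW8510 positive control wells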
Target sequence (P49841 whole entry, looked up): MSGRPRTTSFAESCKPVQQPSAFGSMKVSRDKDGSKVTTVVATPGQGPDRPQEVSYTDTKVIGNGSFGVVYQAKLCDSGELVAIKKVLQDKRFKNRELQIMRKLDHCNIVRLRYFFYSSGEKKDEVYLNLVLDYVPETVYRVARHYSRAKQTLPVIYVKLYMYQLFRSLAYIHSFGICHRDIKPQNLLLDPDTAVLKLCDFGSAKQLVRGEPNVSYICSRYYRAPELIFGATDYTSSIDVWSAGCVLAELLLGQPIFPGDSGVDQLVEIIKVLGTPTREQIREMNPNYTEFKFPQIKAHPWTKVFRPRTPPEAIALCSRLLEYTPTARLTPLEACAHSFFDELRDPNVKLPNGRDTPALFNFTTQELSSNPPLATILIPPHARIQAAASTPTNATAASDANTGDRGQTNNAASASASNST
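Test system: GST-fused GSK3beta enzyme, cell-free | Quantity: 1.6 ng GST-GSK3beta enzyme per well | Reagent: 25 µM ATP with peptide substrate | Schedule: 60 min enzyme reaction, room temperature | Signal: Luminescent ADP-Glo measurement of ADP formed | Read-out basis: Score relative to plate controls | Control set: DMSO and 20 µM GW8510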
GSK3 alpha inh – blockers of GSK3A enzyme activity – biochemical, luminescence, cell-free homogeneous, HTS, primary screen. Glycogen synthase kinase-3 alpha (Homo sapiens), P49840. GSK-3 alpha kinase, ADP-Glo luminescence, 60 min. inhibition, % at 10 µM. 320,000 tested, 0.1% active. AID 2650, 2010;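 in the data active = inhibition above about 50%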;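 also: GST-tagged GSK-3 alpha with peptide substrate and 25 µM ATP; 0% = DMSO neutral wells and 100% = GW8510 positive control wells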
Target sequence (P49840 whole entry, looked up): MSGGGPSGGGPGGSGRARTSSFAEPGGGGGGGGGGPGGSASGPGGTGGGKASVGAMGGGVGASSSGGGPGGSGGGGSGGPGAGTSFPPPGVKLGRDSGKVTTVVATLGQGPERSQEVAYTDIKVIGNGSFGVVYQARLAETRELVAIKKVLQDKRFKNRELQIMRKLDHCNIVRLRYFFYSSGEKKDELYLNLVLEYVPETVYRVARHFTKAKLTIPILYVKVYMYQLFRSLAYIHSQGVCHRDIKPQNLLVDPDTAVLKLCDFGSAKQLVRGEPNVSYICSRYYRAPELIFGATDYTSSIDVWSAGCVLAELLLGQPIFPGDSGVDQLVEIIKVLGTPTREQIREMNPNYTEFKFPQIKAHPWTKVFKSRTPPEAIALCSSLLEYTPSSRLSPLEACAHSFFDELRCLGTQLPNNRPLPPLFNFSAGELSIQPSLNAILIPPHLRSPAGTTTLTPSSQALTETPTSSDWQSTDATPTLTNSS
PolyA inh – polyadenylation inhibitors in yeast reporter cells, primary screen, luminescence, S. cerevisiae; S. cerevisiae SKY197-pL101 polyadenylation reporter, beta-gal luminescence; efflux-impaired pdr1/pdr3 knockout yeast; score 100 = 6 SD above DMSO; calls only at 12 µM; 300,000 tested, 0.02% active;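 active = lowest replicate activity score at least 50, where 100 means six control SD above control mean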;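 also: yeast exposed to compound for 9 h at 30 °C; higher score means more reporter readthrough which indicates perturbed polyadenylation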
HSF-1 act – HSF-1 activators, primary screen, NIH3T3-HGL cells, MG132 stress, luminescence, single point | NIH3T3-HGL HSF-1 luciferase reporter, 8 h; 100% = twice DMSO control signal | activation, % at 9 µM | 300,000 tested, 1.7% active | AID 504408, 2011;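 active = mean replicate activation of at least 50% with a set share of replicates each reaching 50%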;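 also: 0% = median of the neutral control wells and 100% = twice that signal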
aSyn 5UTR inh – MLPCN primary screen, SNCA 5' untranslated region; alpha-synuclein 5'UTR reporter, inhibitor activity; inhibition, % (tested at 7.5 µM); 300,000 tested, 0.82% active; AID 1813, 2009; in the data active = inhibition above about 60%;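 also: H4 neuroglioblastoma cells stably carrying SNCA 5'UTR luciferase fusion; 0% = DMSO wells and 100% = positive control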
HSF1 inh – HSF1 inhibitors in luciferase reporter cells, primary screen, cell-based, NIH3T3, luminescence; NIH3T3-HGL HSE-luciferase, MG132-induced, luminescence 8 h; stronger effect = lower value; activity change, negative = inhibition, % at 7.5 µM (by protocol); 300,000 tested, 0.77% active; AID 2098, 2009;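 active = more than half of replicate wells show activity change below -50%, luminescence cut by over half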;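 also: luciferase reports HSF-1 transcriptional activity via heat shock element; 0% = median of DMSO wells and -100% = zero luminescence signal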
KLF5 inhibitor – KLF5 expression inhibitors, primary screen, DLD-1 cells, luminescence | DLD-1 KLF5 promoter-luciferase reporter | inhibition, % at 5 µM | 290,000 tested, 0.23% active | AID 1700, 2009;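 active = inhibition above a per-plate limit of that plate's mean compound inhibition plus 3 SD, cut at about 60% in these data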;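 also: 0% = DMSO wells and 100% = LY294002 at 200 µM; higher means less KLF5 promoter-driven luciferase light; inactives centre near -14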
HSP90 refold inh – HSP90 inhibitors, primary screen, cell lysate, luminescence; inhibition, % at 5.6 µM; Rabbit reticulocyte lysate, luciferase refolding luminescence, 3 h; 290,000 tested, 0.91% active;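 active = inhibition above the screen-wide mean plus 3 SD, computed separately per campaign, cut at about 16% in these data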;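 also: 0% = DMSO wells and 100% = 60 µM geldanamycin wells; inhibitors lower the luminescence because luciferase stays unfolded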
IEC-6 cytotox – cytotoxicity in IEC-6 intestinal epithelial cells, primary screen, cytotoxicity control for KLF5 inhibitor project, cell-based, luminescence; IEC-6 cytotoxicity, luminescence viability; inhibition, % at 5 µM; 290,000 tested, 0.78% active; in the data active = inhibition above about 22%;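 also: 0% = plate median of test compound wells and 100% = cytotoxic reference compound wells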
The depositor's hits bear a star; i = inactive; x = not tested or not shown. This is a subset; rates above refer to the full screens.

smiles,AI-2 QS mod,GSK3B inh,GSK3 alpha inh,PolyA inh,HSF-1 act,aSyn 5UTR inh,HSF1 inh,KLF5 inhibitor,HSP90 refold inh,IEC-6 cytotox
Cc1ccc(O)c(Nc2ncnc3ccc([N+](=O)[O-])cc23)c1,15,1,1,i,-2,-12,-14,-13,-3,4
CN(C)S(=O)(=O)c1cccc(C(=O)NCCCn2ccnc2)c1,6,2,-3,i,-10,17,-2,-4,-2,3
CCO[C@@H]1OC(C(=O)NCc2ccccc2)=C[C@H](C(C)(C)C)[C@H]1CCCO,-11,1,0,i,0,-7,-12,x,x,x
CCn1cc(C(=O)NCC(OC)OC)c(=O)c2cc(S(=O)(=O)N3CCOCC3)ccc21,5,-3,-2,i,-14,1,-2,0,4,6
CCCNC(=O)c1ccc(N2CCC3(CC2)CC(c2cccc(Br)c2)=NO3)c(NC(=O)c2ccc(Br)cc2)c1,21,3,-4,i,-91,-10,-89*,x,x,x
CSc1ncc(Cl)c(C(=O)Nc2cccc(C)c2)n1,23,1,0,i,x,8,x,4,-2,9
CCc1ccc(C(=O)CSC2=C(C#N)C(c3ccco3)C(C(C)=O)=C(C)N2)cc1 (stereo unspecified),-2,3,-2,i,25,-21,15,-3,3,-5
Cc1ccccc1N(C(=O)Cn1nnc(-c2ccc(F)cc2)n1)C(C(=O)NC(C)(C)C)c1ccncc1 (stereo unspecified),34,0,-2,i,27,-28,19,2,2,10
CN1CCc2c(sc(/N=C/c3c[nH]c4ccccc34)c2C#N)C1,8,-6,4,i,-25,-68,-29,-38,2,-6
CCOc1ccccc1NC(=O)CSc1nnc(-c2cnccn2)n1CC,6,0,x,i,1,18,1,6,1,2
COc1ccc(Cc2nnc(NC(=O)c3cccc(C)c3)s2)cc1,-6,-1,-1,i,9,-4,3,-22,-2,-11
CCOc1ccc(C2=Nn3cnnc3SC2)cc1,8,3,2,i,-15,-1,2,-24,-2,-2
Cc1nn(-c2ccccc2)c(N)c1C(O)(C(F)(F)F)C(F)(F)F,17,-1,-2,i,1,-4,-3,1,1,2
COc1cccc(CNC(=O)c2ccc(S(=O)(=O)N3CCCC3)cc2)c1,-6,2,-1,i,3,-7,-3,-28,2,8
CCc1ccc(-c2nc(NC(=S)NC(=O)c3cccs3)sc2C)cc1,29,1,-3,i,6,-36,2,2,1,-1
Cc1ccc(S(=O)(=O)N2CCN(C(=O)COC(=O)c3ccc(Br)o3)CC2)c(C)c1,14,2,-1,i,-21,15,-3,x,x,x
CC(=O)c1ccc(OCc2cc(C(=O)N3CC4C[C@@H]5CC3C[C@H](C4)C5)no2)cc1,-41,-6,-4,i,17,-134,12,-163,-4,0
Cc1ccc(C(=O)OCC(=O)c2ccccc2)cc1,-53,4,-3,i,40,-85,8,-217,6,-1
Cc1ccc(S(=O)(=O)N2CCOC2CNC(=O)C(=O)NCCc2ccccc2)cc1 (stereo unspecified),13,2,-1,i,-9,6,-1,-13,0,-10
COc1ccc(CCNC(=O)CSc2nc3cc(Cl)ccc3o2)cc1OC,8,7,-2,i,66*,14,25,-22,5,4
O=C(NCC1CCCO1)c1cccnc1NCc1ccc(F)cc1 (stereo unspecified),2,0,-1,i,18,10,-2,-3,4,9
CNC(=O)/C(C#N)=C\c1ccc(CNS(=O)(=O)c2ccccc2)o1,12,-20,4,i,-13,0,0,21,-4,2
CC(=O)N1CCN(S(=O)(=O)c2ccccc2)C1c1ccccc1 (stereo unspecified),16,1,0,i,1,23,0,-21,2,7
Nc1nc2ccc(Oc3ccccc3)cc2s1,-81*,-1,x,i,33,-59,17,-76,4,0
CC(=O)O[C@@H]1C[C@H]2C(C)(C)C(=O)C=C[C@]2(C)[C@H]2CC[C@@]3(C)[C@H](c4ccoc4)OC(=O)[C@H]4O[C@]43[C@@]21C,26,-5,-1,i,16,16,38,13,1,-5
CCS(=O)(=O)C1=NN2C(=N)/C(=C\c3ccc(OCCOc4cccc(OC)c4)c(OC)c3)C(=O)N=C2S1,23,1,-3,i,32,-24,9,-41,-1,-2
CCOC(=O)CCCCC(=O)c1[nH]c(=O)[nH]c1Cn1cnc2ccccc21,2,1,-4,i,-8,9,-7,19,1,6
O=C(Nc1ccc(Cl)cc1)c1ccco1,4,2,-2,i,11,-131,7,-114,0,3
O=C(CNC(=O)N1CC(=O)Nc2ccccc21)NCCc1c[nH]c2ccccc12,35,-3,5,i,11,-46,-4,-4,2,-1
COc1ccccc1NC(=O)CSc1n[nH]c(-c2cccnc2)n1,x,x,7,i,5,3,3,-53,1,0
COC(=O)C1CCN(C(=O)COC(=O)c2oc3ccc(OC)cc3c2C)CC1,24,2,0,i,28,15,9,-17,1,-2
COc1ccc(NC2CCCN(C(=O)c3ccc4[nH]c(C)c(C)c4c3)C2)cc1OC (stereo unspecified),-3,2,-1,i,10,-16,1,20,-5,-6
Cc1ccc(NC(=O)NN2CCN(C)CC2)cc1C,5,2,-1,i,-5,10,-3,-18,-3,3
COc1ccc(-c2nnn(CC(=O)N(CCCN3CCOCC3)C(C(=O)NC3CCCC3)c3ccco3)n2)cc1 (stereo unspecified),4,0,4,i,3,0,-3,-29,3,2
c1cncc(-c2nnc3n2C2(CCCCC2)Cc2ccccc2-3)c1,10,-1,0,i,-7,40,-3,10,0,-4
CC(O)(CS(=O)(=O)Cc1ccccc1Cl)C(=O)Nc1cccc(C(F)(F)F)c1 (stereo unspecified),14,0,1,i,25,23,11,-17,3,2
CCOC(=O)N1CCN(c2nnnn2-c2ccccc2)CC1,-1,-4,-1,i,-6,15,-3,-1,1,1
CCOc1cc(/C=C(\C#N)C(=O)Nc2ccccn2)ccc1O,14,-4,0,i,-7,-26,-4,-32,-2,-3
Cc1ccc2c(c1)C1C=CCC1C(C(=O)NCCCN1CCOCC1)N2 (stereo unspecified),16,3,2,i,4,0,-2,x,x,x
O=C(COC(=O)c1cnccn1)NC(=O)c1ccccc1,5,-6,1,i,6,-14,-7,x,x,x
COc1ccc(CC(NC(C)=O)C(=O)NC2CCN(C(=O)c3cc(OC)c(OC)c(OC)c3)CC2)cc1 (stereo unspecified),9,-4,-3,i,-10,-9,-3,-1,-5,8
O=C(OCC(=O)N1CCN(C(=O)COC(=O)c2ccncc2)CC1)c1ccncc1,31,-1,1,i,0,-4,-2,-3,1,2
NC(=O)[C@@H]1CCOc2c(I)cc([N+](=O)[O-])cc2C(=O)N[C@@H](CO)C(=O)NCC(=O)N1,6,2,0,i,15,1,-7,-12,1,3
O=C(NC1=NCCS1)c1sc2ccccc2c1Cl,12,0,-1,i,50,-166,20,-139,-2,-2
CCN(CC)S(=O)(=O)c1ccc(Cl)c(C(=O)Nc2cccnc2)c1,0,1,-1,i,5,3,-2,-28,2,1
Cc1ccsc1/C=C1\SC(N)=NC1=O,14,0,-2,i,23,-19,3,-21,4,12
Cc1c(Cl)cccc1-n1c(SCC(=O)N2CCC(C(=O)O)CC2)nnc1-c1ccncc1,16,3,-2,i,-9,13,-7,-27,1,3
Cc1ccc(S(=O)(=O)N2CCC(C(=O)N(C)C3CCS(=O)(=O)C3)CC2)cc1 (stereo unspecified),3,0,1,i,-2,10,8,-16,-2,-2
CCOc1cc(Br)c(C=O)cc1OCC,27,-1,-2,i,-18,-11,-6,-12,-1,2
CC(NC(=O)CN1CCN(Cc2cccc(F)c2)CC1)c1ccccc1 (stereo unspecified),19,2,-1,i,6,1,1,-25,-2,0

Full records as entered above. Order of values: AI-2 QS mod	GSK3B inh	GSK3 alpha inh	PolyA inh	HSF-1 act	aSyn 5UTR inh	HSF1 inh	KLF5 inhibitor	HSP90 refold inh	IEC-6 cytotox
Cc1c(Cl)cccc1-n1c(SCC(=O)N2CCC(C(=O)O)CC2)nnc1-c1ccncc1 is entered as 16	3	-2	i	-9	13	-7	-27	1	3
CCOC(=O)N1CCN(c2nnnn2-c2ccccc2)CC1 is entered as -1	-4	-1	i	-6	15	-3	-1	1	1
COc1ccccc1NC(=O)CSc1n[nH]c(-c2cccnc2)n1 is entered as x	x	7	i	5	3	3	-53	1	0
CCOc1cc(Br)c(C=O)cc1OCC is entered as 27	-1	-2	i	-18	-11	-6	-12	-1	2

Additional compounds follow.
smiles,AI-2 QS mod,GSK3B inh,GSK3 alpha inh,PolyA inh,HSF-1 act,aSyn 5UTR inh,HSF1 inh,KLF5 inhibitor,HSP90 refold inh,IEC-6 cytotox
Cc1cc(C)n(CC(=O)c2cccc([N+](=O)[O-])c2)n1,19,4,-4,i,5,12,-2,-1,1,-1
CCc1ccc(C(=O)NNc2ccc(Cl)cc2)cc1,-71,1,0,i,14,-59,10,-5,-1,9
CCCCCC1CC(COc2ccccc2)OC1=O (stereo unspecified),-4,2,-3,i,0,15,9,-27,-2,2
O=C(O)CCCC(=O)Nc1ccc(Sc2ccc([N+](=O)[O-])cc2)cc1,23,2,2,i,-7,2,-3,1,-1,2
N#CCc1ccc(OC(=O)Nc2ccccc2)cc1,14,-2,-2,i,-26,-32,-5,-24,-1,1
Cc1ccccc1CCNC(=O)C1CCN(S(=O)(=O)c2ccc(-n3cnnn3)cc2)CC1,19,0,x,i,-8,-34,-1,16,2,10
COc1ccc(-n2nnc3c(=O)n(CC(=O)N4CCCc5ccccc54)cnc32)cc1,34,1,-10,i,1,-16,-2,-26,-5,-7
Cc1nc2ccccc2nc1OCc1cccc([N+](=O)[O-])c1,20,-1,-2,i,13,11,0,8,0,-4
O=C(NC1C(=O)NNC1c1ccccc1)c1ccccc1 (stereo unspecified),4,1,-3,i,168*,-35,116,-46,8,4
Cc1cc(NC(=O)c2ccccc2F)on1,6,-1,2,i,2,-44,5,-21,-2,3
O=C(COc1ccc(-c2ccccc2)cc1)N1CCN(C(=O)c2cccs2)CC1,16,0,-1,i,-12,14,0,-25,-1,0
